Assay outcomes from PubChem BioAssay.
GAA850 FXN act = frataxin GAA850 promoter activation | activation, % at 6 µM | HEK293 lucGAA850 FXN promoter luciferase reporter, 24 h; percent of 10 µM SAHA response | AID 540364 | 360,000 compounds, 0.56% hits;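 active means activation above the average of all compounds screened plus 3 SD, cutoff fixed separately per campaign, cut at about 7.5% in these data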;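 further: 0% = DMSO wells and 100% = 10 µM SAHA wells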
hcDAF12 agonist = H. contortus DAF-12 activation, primary screen; HEK293 hcDAF-12 lit1-tk-luc reporter, luminescence; 0% DMSO, 100% Δ7-dafachronic acid; activation, % at 6.8 µM; 370,000 compounds, 1.4% hits;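 active means activation above the mean of all tested compounds plus 3 SD, cut at about 5.5% in these data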;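 further: 100% = response to 3 µM Δ7-dafachronic acid high control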
hgDAF12 agonist = agonists of H. glycines DAF-12 nuclear receptor; HEK293 GAL4-hgDAF12 UAS-luciferase reporter, agonist luminescence; normalized to butyrate control; 370,000 compounds, 1.8% hits; AID 687014; activation, % at 6.8 µM;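 active means activation above a cutoff set at the mean of all screened compounds plus 3 SD, cut at about 10% in these data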;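 further: 0% = DMSO wells and 100% = sodium butyrate wells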
ssDAF-12 act = activates DAF-12 receptor from parasite S. stercoralis; HEK293 ssDAF-12/GRIP1 lit1-tk-luc reporter, luminescence; % of 3 µM dafachronic acid response; activation, % at 6.8 µM; 370,000 compounds, 1% hits;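 active means activation above the mean over all tested compounds plus 3 SD, cut at about 0.9% in these data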;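 further: 0% = DMSO-only wells and 100% = 3 µM delta7-dafachronic acid wells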
DAX1 inh-1 = blocks DAX1 repression of SF-1 activated StAR promoter | 370,000 compounds, 1.1% hits | AID 652010 | inhibition, % at 6.8 µM | HEK293T StAR-luciferase reporter, SF-1/DAX-1 repression relief;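 active means inhibition above the mean over all tested compounds plus 3 SD, cut at about 3.6% in these data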;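 further: 0% = DAX-1 cells with DMSO and 100% = cells lacking DAX-1 with DMSO; higher inhibition means more luminescence from relief of DAX-1 repression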
SMARCA2 activ = activators of SMARCA2 function; MG213 cells, MMTV-luciferase reporter, dexamethasone, overnight; AID 652017; activation, % at 9.1 µM; 370,000 compounds, 1% hits; in the data active means activation above about 7.8%;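 further: 0% = vehicle wells and 100% = reference activator wells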
DAX1 inh-2 = inhibitors of human orphan nuclear receptor DAX1 (NR0B1) | P51843 | HEK293 Gal4-DAX1 luciferase reporter, luminescence | inhibition, % at 6.75 µM | 340,000 compounds, 0.99% hits | AID 504766;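 active means inhibition above the mean over all tested compounds plus 3 SD, cut at about 4.2% in these data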;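 further: 0% = DAX1-transfected cells with DMSO and 100% = empty-vector control cells with DMSO; inhibition shows as a rise in luminescence from relieved DAX1 repression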
sPLA2-III inh = Blocks human group III sPLA2 activity | QFRET BODIPY PC-A2 liposome hydrolysis, fluorescence | inhibition, % at 12.2 µM | 370,000 compounds, 0.56% hits | AID 743126;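 active means inhibition above mean plus 3 SD of compounds lying within the high and low control bounds, cut at about 19% in these data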;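 further: 0% = median of test compound wells and 100% = no enzyme DMSO wells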
Target sequence (Q9NZ20 whole entry, looked up): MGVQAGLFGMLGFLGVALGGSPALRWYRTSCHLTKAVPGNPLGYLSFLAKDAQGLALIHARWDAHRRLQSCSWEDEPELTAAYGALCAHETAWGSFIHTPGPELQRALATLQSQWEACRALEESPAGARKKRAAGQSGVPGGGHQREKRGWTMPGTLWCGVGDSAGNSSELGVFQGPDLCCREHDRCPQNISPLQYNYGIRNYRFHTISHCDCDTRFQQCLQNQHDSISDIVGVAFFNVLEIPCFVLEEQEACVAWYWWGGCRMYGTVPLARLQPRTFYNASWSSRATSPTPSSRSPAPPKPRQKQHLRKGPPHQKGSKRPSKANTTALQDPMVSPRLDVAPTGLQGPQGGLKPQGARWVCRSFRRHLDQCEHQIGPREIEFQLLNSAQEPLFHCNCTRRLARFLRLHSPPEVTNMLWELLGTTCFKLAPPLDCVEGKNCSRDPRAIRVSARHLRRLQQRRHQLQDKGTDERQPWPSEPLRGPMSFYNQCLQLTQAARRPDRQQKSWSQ
ADAM10 inh = ADAM10 inhibition, QFRET primary screen; O14672; recombinant ADAM10, EDANS/DABCYL FRET peptide cleavage, 3 h; inhibition, % at 7 µM; 370,000 compounds, 0.62% hits; AID 720582;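 active means inhibition above a per-campaign cutoff equal to the mean of compounds falling between control-based bounds plus 3 SD, cut at about 20% in these data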;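 further: 0% = DMSO wells while the 100% control is not disclosed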
Target sequence (O14672 214-748 limits assumed): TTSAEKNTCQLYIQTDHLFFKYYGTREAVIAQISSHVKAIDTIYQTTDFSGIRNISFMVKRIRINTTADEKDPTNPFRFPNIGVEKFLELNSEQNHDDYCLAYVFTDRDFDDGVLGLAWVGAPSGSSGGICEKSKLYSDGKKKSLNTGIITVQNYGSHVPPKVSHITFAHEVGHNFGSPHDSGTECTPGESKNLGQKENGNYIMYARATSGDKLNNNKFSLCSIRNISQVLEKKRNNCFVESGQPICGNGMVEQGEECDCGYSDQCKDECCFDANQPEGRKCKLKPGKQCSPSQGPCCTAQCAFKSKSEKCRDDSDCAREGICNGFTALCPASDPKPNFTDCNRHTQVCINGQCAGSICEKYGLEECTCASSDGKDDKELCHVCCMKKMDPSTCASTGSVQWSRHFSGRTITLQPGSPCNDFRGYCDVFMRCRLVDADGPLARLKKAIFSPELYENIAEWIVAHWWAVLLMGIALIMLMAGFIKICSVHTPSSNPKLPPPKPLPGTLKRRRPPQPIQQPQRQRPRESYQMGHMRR
NPR1 activator = GC-A (human) enzyme activation | HEK293 GC-A cells, cGMP TR-FRET, EC30 ANP; 0% at EC30 ANP, 100% saturating ANP | P16066 | AID 1671463 | activation, % at 10 µM | 370,000 compounds, 0.14% hits; in the data active means activation above about 40%
NPR2 activator = GC-B (human) receptor activation. HEK293-GC-B cells, CNP EC30, cGMP TR-FRET; 0% at EC30 CNP, 100% saturating CNP. 370,000 compounds, 0.11% hits. activation, % at 10 µM. P20594. AID 1920062;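 active means activation at 10 µM reaching about 35% in either raw or pattern-adjusted values, limit read from the data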
* marks the source's active call; other numbers are inactive results; · = not tested or not shown.

Values run as follows: GAA850 FXN act, hcDAF12 agonist, hgDAF12 agonist, ssDAF-12 act, DAX1 inh-1, SMARCA2 activ, DAX1 inh-2, sPLA2-III inh, ADAM10 inh, NPR1 activator, NPR2 activator
NC(Cc1ccc2nsnc2c1)C(=O)O (centres undefined)
    1.2, -1.4, -1.0, 2.9*, 0.1, -2, 1.7, 5, -6, 3, -6
CC(=O)Nc1ccc(CN2CCN(C3CCCC3)C(CCO)C2)cc1 (centres undefined)
    0.7, -2.2, 1.6, -1.7, 0.4, -1, -0.5, -1, -1, 0, 4
N#Cc1ccccc1
    1.3, 3.6, 3.4, -0.3, 0.5, -4, 0.2, -4, 2, 6, -7
COc1ccccc1COC(=O)CN1C(=O)NC2(CCCCC2C)C1=O (centres undefined)
    0.3, -0.8, 0.7, -1.2, 0.8, 0, -0.3, -3, 1, -1, -3
O=C(CCS(=O)(=O)c1ccccc1)N1CCCc2ccccc21
    0.5, 1.9, -0.4, -0.7, 0.4, -2, 1.4, 7, -11, -4, 1
Cc1ccnc(NS(=O)(=O)c2ccc(NC(=O)C(C)(C)C)cc2)n1
    1.6, 0.1, -3.2, -0.5, -0.8, -3, 2.3, 8, 2, -2, -1
COC(=O)[C@]12C[C@H](CC(=O)NCCc3ccccc3OC)C(=O)N(CCc3ccc(OC)c(OC)c3)C1=C[C@H](C(C)C)O[C@@H]2C1CC1
    ·, -1.7, -2.1, -1.3, -1.3, -3, ·, -7, -3, 0, -1
COc1ccc(Cl)c2sc(N3CCN(C(C)=O)CC3)nc12
    0.7, -0.4, 2.7, -0.4, 0.3, 1, 0.1, 0, -11, 3, 1
Oc1[nH]c2ccccc2c1/C=N/c1nccs1
    0.9, 5.7*, 6.1, 0.6, 0.9, 4, 1.7, 5, -1, 0, -1
COc1ccc(C(=O)C2CCCN(C(=O)C3CCOCC3)C2)c(C)c1 (centres undefined)
    -2.2, 0.2, -0.2, -1.7, 0.1, 0, 0.2, -3, 8, 3, -4
Cc1ncc2c(n1)NC(=O)NC2
    1.4, 0.3, 4.5, -1.0, 0.6, -3, 0.0, 7, -12, 2, 4
COc1ccccc1-n1cc([C@@H]2C[C@H]3CN(c4ccccc4)C(=O)[C@]34CCCN24)cn1
    -13, -0.4, 2.0, -1.6, 0.8, -2, ·, 4, -3, -6, -3
CC1(C)Cc2nc3oc4c(=S)nc[nH]c4c3cc2CO1
    0.4, 2.1, 1.0, -0.6, 0.3, -2, -0.3, 4, -10, 3, -2
CCOC(=O)c1c2c([nH]c(=S)c1C#N)CCCC2
    3.1, 0.6, -1.9, -0.9, 0.1, 2, 3.0, 5, -16, -2, 0
CCOc1ccccc1NC(=S)N1C2CCC1CC(NC(=O)NC13CC4CC(CC(C4)C1)C3)C2 (centres undefined)
    -1.9, -1.3, -3.2, -1.8, -0.1, -1, 0.1, -4, 33*, 0, 2

Values run as follows: GAA850 FXN act, hcDAF12 agonist, hgDAF12 agonist, ssDAF-12 act, DAX1 inh-1, SMARCA2 activ, DAX1 inh-2, sPLA2-III inh, ADAM10 inh, NPR1 activator, NPR2 activator
CCc1ccc(C(O)c2ncc(-c3ccc(Cl)cc3)[nH]2)cc1 (centres undefined)
    0.7, 0.0, -0.8, -0.6, -0.8, 5, ·, -13, 2, 2, 2
Cc1cccc(NC(=O)Nc2cccc(C)n2)n1
    0.6, -1.1, 3.2, -0.7, -0.1, 1, 1.1, -2, 3, -2, -1
CCN(C(=O)c1cccc(S(=O)(=O)N(C)C)c1)C12CC3CC(CC(C3)C1)C2
    -0.1, -3.0, -2.1, -1.1, -0.9, -3, -1.6, 6, -6, -3, 3
Cc1ccc(C(=O)C2=C(O)C(=O)N(Cc3ccco3)C2c2ccc(N(C)C)cc2)o1 (centres undefined)
    1.0, -0.8, -0.3, -1.1, 0.4, 0, 0.4, 12, 0, -3, 2
CCOC1=C2[C@H](c3cccc(Cl)c3)N(S(=O)(=O)c3ccc(C)cc3)C[C@H]2n2c(=O)n(-c3ccccc3)c(=O)n2C1
    ·, -0.1, 1.9, -0.9, 1.7, -4, ·, -4, -6, 6, 0
Oc1c(CN2CCCCC2)ccc2cccnc12
    -4.0, -0.5, -3.3, -1.0, -2.0, -6, -2.1, 21*, -8, -2, 3
O=C(/C=C(\Nc1cccc(C(F)(F)F)c1)c1ccccc1)c1ccccc1
    ·, -0.6, 2.0, -1.2, 0.6, 0, ·, -1, 4, 1, -3
O=C1c2cccc(OCc3ccc(F)cc3)c2CCN1Cc1ccc(F)cc1
    -3.2, -4.4, -7.2, -2.4, -2.5, -6, -2.3, -16, 19, 2, 5
CCc1ccc2[nH]c(=O)c(C(c3nnnn3Cc3ccco3)N3CCC(C)CC3)cc2c1 (centres undefined)
    -1.8, 2.3, 0.3, -1.2, -0.2, 0, -0.8, -16, -38, 2, 0
CC(=O)c1ccc(NC(=O)c2ccc(N3CCCC3=O)cc2)cc1
    1.2, -0.7, -1.6, -1.2, -0.2, -3, 0.3, 1, 3, 1, -2
Cc1nccn1CCOc1ccccc1Cl
    0.4, -1.3, -0.6, -0.6, 0.1, -3, -0.3, 3, 9, 2, 14
CCN(CC)c1nc(-c2ccccc2)nc2c1sc(=S)n2CC
    2.8, 0.7, -2.2, -1.2, 0.1, 1, -0.5, -3, 1, 5, 0
Cc1cccc(CN2CCc3c(OCC(=O)NCc4ccco4)cccc3C2=O)c1
    1.5, 0.1, -3.6, -1.9, -0.5, -2, -0.4, -11, 5, 3, -5
Cc1ccc(S(=O)(=O)N2CCC3(CC2)OCCO3)cc1
    -0.2, 0.9, -0.1, -0.6, 2.1, -2, 0.4, 1, -2, 1, 2
COc1cccc(CNCCNC(=O)c2nonc2N)c1
    -0.1, -0.8, -0.4, -1.2, 1.3, -1, 1.6, 2, -6, 3, 0

Values run as follows: GAA850 FXN act, hcDAF12 agonist, hgDAF12 agonist, ssDAF-12 act, DAX1 inh-1, SMARCA2 activ, DAX1 inh-2, sPLA2-III inh, ADAM10 inh, NPR1 activator, NPR2 activator
C=CCNC(=S)Nc1ccc(Cl)cc1
    3.5, -1.9, 0.0, -1.4, -1.0, 2, -0.2, 6, -1, 0, 4
COc1cc(OC)c2c3c(c(C4CCCCC4)nc2c1)CCCC3
    0.3, -0.4, -0.2, -1.0, 0.3, 2, 0.6, -1, -18, -7, -3
N#CCCN(Cc1cccnc1)C(=O)Nc1ccccc1
    1.2, -0.5, -0.7, -1.9, 0.1, -2, 1.2, 3, -5, 0, 6
CNC(=O)COC(=O)c1cccc(S(=O)(=O)N2CCN(c3ccc(F)cc3)CC2)c1
    3.3, 0.3, -2.7, -1.3, 0.7, -4, 0.9, 6, -5, -3, -4
COc1ccc(C2c3cc(OC)c(OC)cc3CCN2S(C)(=O)=O)cc1OC (centres undefined)
    1.9, -1.1, -3.5, -1.7, -1.1, 0, ·, 1, 2, -1, -4
c1cncc(N=c2scc(-c3cccc4ccccc34)n2CCCn2ccnc2)c1
    1.3, -0.2, -0.4, -1.6, 0.3, -3, 0.1, -13, -5, -6, 1
N#Cc1c(NC(=O)C2CCCO2)sc2c1CCCCCC2 (centres undefined)
    2.8, -0.9, 2.0, -1.0, -0.8, 0, 3.4, 5, -2, -1, 2
COc1ccccc1CCc1nnc(CCC(=O)NC(C)Cc2ccsc2)o1 (centres undefined)
    -2.4, -1.2, -1.8, -2.0, -1.0, -3, -1.0, -4, 6, -2, 1
C=CCN(c1ccccc1OC)S(=O)(=O)c1ccc(Cl)c(C(=O)NCc2ccco2)c1
    -3.8, -2.4, -3.5, -1.6, -1.3, -3, -1.4, -4, -6, -7, 2
CSc1nnc(-c2ccccc2N=Cc2c(C)[nH]n(-c3ccccc3)c2=O)c(=O)[nH]1
    -0.2, 1.7, 1.1, -1.0, 0.5, 2, 0.7, 5, 10, -3, -18
CCOc1cccc(-c2nnc3sc(COc4ccc(Cl)cc4)nn23)c1
    0.3, -1.0, 5.8, -1.2, -0.1, -1, 0.8, 8, 8, -1, -2
Cc1ccc(-c2cc(C(=O)N/N=C/c3ccccc3)n[nH]2)o1
    2.7, -0.4, 1.6, -0.7, -0.1, -1, 0.1, -7, -2, 0, -2
N/C(=N\OC(=O)c1ccc(Cl)c([N+](=O)[O-])c1)c1ccccc1
    0.8, 1.4, -1.9, 0.3, -0.8, -1, -0.1, 14, 2, 46*, -4
Cc1ccc2nc(NC(=O)c3ccc(Cn4cc(Cl)cn4)o3)sc2c1
    1.9, -0.5, -2.4, -1.3, -1.1, -2, -1.6, -40, -166, 0, 0
COc1ccc(NC(=O)CC2Oc3ccccc3NC2=O)cc1 (centres undefined)
    0.0, 2.9, 1.1, -1.2, -0.4, 2, 2.0, -2, -1, 3, 5

Values run as follows: GAA850 FXN act, hcDAF12 agonist, hgDAF12 agonist, ssDAF-12 act, DAX1 inh-1, SMARCA2 activ, DAX1 inh-2, sPLA2-III inh, ADAM10 inh, NPR1 activator, NPR2 activator
COc1ccc2nc(N(CCN(C)C)C(=O)c3ccc4ncsc4c3)sc2c1
    4.0, 6.0*, 14*, 0.0, 3.9*, 10*, -0.3, -10, -19, -9, -8
Cc1nc2ccc(S(=O)(=O)NC(C(=O)N3CCCC3)C(C)C)cc2s1 (centres undefined)
    -0.1, -3.0, 3.0, -0.7, 0.5, 0, -0.2, 4, 0, 1, -8
O=C(N/N=C/c1ccc[nH]1)c1ccccc1[N+](=O)[O-]
    0.3, -3.0, -0.8, -0.4, -0.3, -2, 0.7, 15, -5, -1, 2
COc1ccc(NC(=O)c2ccco2)c(OC)c1
    3.6, 0.2, 2.2, -1.2, 0.6, 2, 1.7, 6, 5, 9, 2
O=C(c1c(F)cccc1Cl)N1CCN(S(=O)(=O)c2ccc3c(c2)OCCCO3)CC1
    2.2, -0.2, 3.1, -0.9, -0.2, -4, -0.3, -6, 8, -1, 5
CCOC(=O)c1ccc(-n2c(CN(CC)CC)nc3ccc([N+](=O)[O-])cc3c2=O)cc1
    0.2, 1.3, 3.1, -0.7, 0.0, 1, -0.7, 18, 1, 0, -6
COc1ccc(C(=O)NC(C)CCc2ccccc2)cc1 (centres undefined)
    4.0, 1.5, 0.2, -0.2, 0.4, 1, 4.1, -1, 1, -3, 6
